PAFAH1B3 FP inh = PAFAH1B3 (human) inhibition. Q15102. recombinant PAFAH1B3, FP-rhodamine probe, fluorescence polarization. inhibition, % at 3.39 µM. hit rate 0.28% among 340,000;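 active = inhibition above the screen-wide average of all tested compounds plus 3 SD, cut at about 25% in these data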;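 note: 0% = enzyme with DMSO only and 100% = wells lacking PAFAH1B3 protein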
LYPLA1 inh = LYPLA1 (human) inhibition in PME1 counter-screen; recombinant LYPLA1, FP-Rh probe fluorescence polarization; inhibition, % at 5.9 µM; hit rate 0.16% among 320,000; AID 2174;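 active = inhibition above the mean of all tested compounds plus 3 SD, set per campaign, cut at about 14% in these data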;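 note: inhibitors block serine hydrolase probe labeling of LYPLA1 so polarization falls; 0% = enzyme with DMSO and 100% = wells lacking LYPLA1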
LYPLA2 inh = blocks human lysophospholipase 2, a PME1 counter-screen; O95372; recombinant LYPLA2, FP-Rh probe fluorescence polarization; inhibition, % at 5.9 µM; hit rate 0.38% among 320,000; AID 2177;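 active = inhibition above the screen-wide mean plus 3 SD, limit set per campaign, cut at about 26% in these data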;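 note: 0% = LYPLA2 with DMSO and 100% = wells lacking LYPLA2 enzyme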
PAFAH1B2 inh = PAFAH1B2 (human) inhibition. P68402. inhibition, % at 3.39 µM. recombinant PAFAH1B2, FP-rhodamine activity probe, fluorescence polarization. AID 492953. hit rate 1.2% among 340,000;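 active = inhibition above the mean of all tested compounds plus 3 SD, cut at about 24% in these data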;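 note: 0% = enzyme with DMSO and 100% = wells lacking PAFAH1B2; many of its hits are not listed in these tables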
Target sequence (P68402 whole entry, looked up): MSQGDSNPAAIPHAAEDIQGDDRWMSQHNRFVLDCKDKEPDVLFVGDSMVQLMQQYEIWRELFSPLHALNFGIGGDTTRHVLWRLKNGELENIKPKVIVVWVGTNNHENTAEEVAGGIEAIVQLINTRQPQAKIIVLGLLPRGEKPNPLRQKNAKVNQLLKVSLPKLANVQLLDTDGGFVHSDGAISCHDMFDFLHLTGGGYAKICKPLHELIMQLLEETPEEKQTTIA
pPAFAH FP inh = inhibitors of human plasma PAF acetylhydrolase (pPAFAH); Q13093; recombinant pPAFAH, FP-rhodamine probe fluorescence polarization; inhibition, % at 3.39 µM; hit rate 1.5% among 330,000; AID 463082;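 active = inhibition above the mean inhibition across the screen plus 3 SD, cut at about 25% in these data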;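 note: inhibitors block binding of the rhodamine activity-based probe so polarization drops; 0% = enzyme with DMSO and 100% = wells lacking pPAFAH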
GSTO1 counter = GSTO1 inhibition, counter-screen for RBBP9 inhibitors. hit rate 1.1% among 300,000. recombinant GSTO1, activity-based probe fluorescence polarization. P78417. inhibition, % at 5.96 µM. AID 1974;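 active = inhibition above the campaign mean inhibition plus 3 SD, cut at about 35% in these data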;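 note: 0% = GSTO1-1 with DMSO and 100% = wells lacking GSTO1-1 enzyme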
PREPL inh = inhibits the human prolyl oligopeptidase-like enzyme | Q4J6C6 | recombinant PREPL, fluorescence polarization activity-based probe | inhibition, % at 5.96 µM | hit rate 0.68% among 320,000 | AID 2751; in the data active = inhibition above about 43%;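 note: 0% = enzyme with DMSO and 100% = wells lacking enzyme; many of its hits are not listed in these tables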
PAFAH2 FP inh = inhibitors of human PAFAH2 | Q99487 | recombinant PAFAH2, FP-rhodamine activity probe, fluorescence polarization | inhibition, % at 3.39 µM | hit rate 0.99% among 340,000 | AID 492956;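 active = inhibition above the mean over all tested compounds plus 3 SD, cut at about 30% in these data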;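 note: inhibitors block probe labeling of enzyme so polarization drops; 0% = enzyme with DMSO and 100% = wells lacking PAFAH2 protein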
PAD4 inh = inhibitors of human PAD4 | recombinant PAD4, RCA probe fluorescence polarization | hit rate 0.41% among 330,000 | inhibition, % at 6.36 µM;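 active = percent inhibition above a cutoff equal to the mean of all tested compounds plus 3 SD, cut at about 15% in these data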;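 note: 0% = PAD4 with RCA probe and DMSO and 100% = probe without PAD4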
Target sequence (Q9UM07 whole entry, looked up): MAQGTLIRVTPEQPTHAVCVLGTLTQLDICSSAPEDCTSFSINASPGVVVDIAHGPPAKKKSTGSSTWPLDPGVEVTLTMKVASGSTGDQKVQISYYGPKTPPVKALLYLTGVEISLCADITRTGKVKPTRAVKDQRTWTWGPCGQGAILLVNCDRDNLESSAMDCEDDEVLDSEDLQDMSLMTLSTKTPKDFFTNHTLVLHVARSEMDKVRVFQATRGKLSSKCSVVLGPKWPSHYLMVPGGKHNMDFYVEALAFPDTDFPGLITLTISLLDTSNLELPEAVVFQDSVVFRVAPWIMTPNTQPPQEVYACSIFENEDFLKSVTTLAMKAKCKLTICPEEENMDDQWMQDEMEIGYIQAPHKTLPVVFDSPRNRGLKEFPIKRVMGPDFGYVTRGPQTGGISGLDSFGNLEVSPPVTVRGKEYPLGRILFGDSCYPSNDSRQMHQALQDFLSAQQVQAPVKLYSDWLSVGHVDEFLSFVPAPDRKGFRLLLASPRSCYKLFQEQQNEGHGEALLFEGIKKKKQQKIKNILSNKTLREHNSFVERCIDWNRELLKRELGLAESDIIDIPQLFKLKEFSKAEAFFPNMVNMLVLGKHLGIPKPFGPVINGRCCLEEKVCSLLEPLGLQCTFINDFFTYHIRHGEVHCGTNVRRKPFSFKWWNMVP
* hit, by the source's call; · = not tested or not shown.

SMILES | PAFAH1B3 FP inh | LYPLA1 inh | LYPLA2 inh | PAFAH1B2 inh | pPAFAH FP inh | GSTO1 counter | PREPL inh | PAFAH2 FP inh | PAD4 inh
Cc1cccc(Cl)c1NC(=S)NCCc1ccccn1 | 10 | 4 | 6 | 8 | -8 | 1 | 4 | 9 | -1
COc1ccc(-c2nnc(-c3cccnc3)o2)cc1OC | 3 | -3 | 0 | 3 | 0 | 8 | 1 | 9 | -2
O=C(Cc1ccc(-c2ccccc2)cc1)OCC(=O)N1CCCC1=O | 3 | 3 | -6 | 2 | 1 | -5 | 10 | 9 | -6
CCOC(=O)c1cc2occc2n1CC(=O)Nc1ccc(OC)cc1OC | 5 | 2 | -1 | 4 | 1 | -3 | 3 | 1 | -2
Cc1cc(C)c(C2=CC(=O)C[C@H](c3ccc4c(c3)OCO4)C2)c(C)c1 | 6 | -2 | -1 | -8 | 0 | · | 17 | 1 | 0
COc1cc(-c2nc(CN3CCN(c4ncccn4)CC3)c(C)o2)ccc1F | 13 | -1 | -7 | 1 | -1 | 14 | 2 | 5 | -4
CCOC(=O)C1CCN(C(=O)c2ccccc2Oc2ccccc2)CC1 | -2 | 2 | 1 | -2 | -2 | -1 | 7 | -4 | 0
Cc1ccccc1N1CCN(CCCN2C(=O)CC(=C(c3ccccc3)c3ccccc3)C2=O)CC1 | 6 | 0 | -4 | 1 | 3 | 0 | 10 | 12 | 0
Cc1ccc(-c2nc(SCC(=O)N(C)c3c(N)n(Cc4ccccc4)c(=O)[nH]c3=O)n[nH]2)cc1 | -6 | -4 | 0 | 4 | 2 | -3 | 0 | 4 | 1
CC1(C)C(N(O)C(=O)Nc2ccc(Cl)cc2)N(c2ccc(Cl)cc2)C(=O)N1CC(=O)NN (configuration not stated) | 10 | -25 | -47 | 7 | -12 | -3 | -29 | -16 | -3
O=C(Nc1ccc(N2CCN(c3ccccc3)CC2)c(F)c1)C1CC1 | 0 | 4 | 3 | -1 | 4 | -5 | 7 | 7 | -5
CC(=O)Nc1ccc(N2C(C(C)=O)=NN(c3ccc(Cl)cc3)C2c2sccc2C)cc1 (configuration not stated) | 6 | -4 | 10 | 7 | 0 | 5 | -2 | 4 | 2
Nc1nonc1-n1nnc(C(=O)N/N=C/c2cccc(F)c2)c1-c1ccc2c(c1)OCO2 | -3 | -4 | 3 | 3 | 2 | 2 | -1 | -2 | 0
O=C(OCC1CCCN2CCCCC12)c1ccc2c(c1)OCO2 (configuration not stated) | 6 | -3 | 1 | 5 | 6 | 11 | 13 | 3 | 1
Cc1ccc(-c2ccc(=O)n(CC(=O)NCc3ccc(F)cc3)n2)cc1 | 5 | 0 | 2 | 2 | 1 | 0 | -23 | -3 | -3
CC[C@@H](C)[C@@H]1CN([C@@H](C)CN2CCC[C@H]2CN2C(N)=NC[C@H]2CC(C)C)C(=N)N1CCc1ccc(Cl)c(Cl)c1 | 7 | · | · | 4 | 2 | · | 53* | 7 | -3
CC(C)(C)[C@@H]1CCC(=O)N(CC[C@H](Sc2ccc(Br)cc2)c2ccccc2)CC1 | 4 | · | · | 8 | -6 | · | 11 | -2 | 0
CCCCN(C(=O)c1ccccc1OCc1ccc(F)cc1)c1c(N)n(CCC)c(=O)[nH]c1=O | 16 | 2 | 3 | 6 | -9 | 5 | 19 | 5 | -10
CCn1cc(C(=O)C(F)(F)F)c2ccccc21 | 3 | -4 | 1 | 2 | 1 | 6 | -5 | 5 | -2
O=C(c1ccc(COc2ccc(F)cc2)o1)n1cc(Br)cn1 | -3 | 1 | 2 | -4 | 5 | 14 | -8 | 0 | 6
CC(C)Nc1nnc(SCC(=O)c2c[nH]c3ccccc23)s1 | 1 | -5 | -3 | 1 | -1 | 2 | 3 | 8 | 2
O=C(CSc1ccc2nnc(CCNC(=O)c3ccc(F)cc3)n2n1)NCc1ccco1 | 1 | 2 | -3 | -3 | -7 | 5 | 15 | -3 | -2
Cc1ccc(-c2nnc(NC(=O)c3ccco3)o2)c(C)c1 | 8 | 2 | -1 | 2 | 0 | 6 | 5 | -8 | -1
O=C(CCN1C(=O)/C(=C\c2ccccc2)SC1=S)N1CCCCC1 | 4 | -5 | -9 | 0 | -2 | 7 | 7 | -8 | -15
CCc1nnc(NC(=O)c2cccc(S(=O)(=O)N3CCCC3)c2)s1 | 5 | -3 | -2 | -2 | 5 | -7 | -11 | 12 | -3

Laid out differently: four of the compounds above.
molecule: CCCCN(C(=O)c1ccccc1OCc1ccc(F)cc1)c1c(N)n(CCC)c(=O)[nH]c1=O
- PAFAH1B3 FP inh: 16
- LYPLA1 inh: 2
- LYPLA2 inh: 3
- PAFAH1B2 inh: 6
- pPAFAH FP inh: -9
- GSTO1 counter: 5
- PREPL inh: 19
- PAFAH2 FP inh: 5
- PAD4 inh: -10
molecule: Cc1ccc(-c2ccc(=O)n(CC(=O)NCc3ccc(F)cc3)n2)cc1
- PAFAH1B3 FP inh: 5
- LYPLA1 inh: 0
- LYPLA2 inh: 2
- PAFAH1B2 inh: 2
- pPAFAH FP inh: 1
- GSTO1 counter: 0
- PREPL inh: -23
- PAFAH2 FP inh: -3
- PAD4 inh: -3
molecule: COc1cc(-c2nc(CN3CCN(c4ncccn4)CC3)c(C)o2)ccc1F
- PAFAH1B3 FP inh: 13
- LYPLA1 inh: -1
- LYPLA2 inh: -7
- PAFAH1B2 inh: 1
- pPAFAH FP inh: -1
- GSTO1 counter: 14
- PREPL inh: 2
- PAFAH2 FP inh: 5
- PAD4 inh: -4
molecule: O=C(Cc1ccc(-c2ccccc2)cc1)OCC(=O)N1CCCC1=O
- PAFAH1B3 FP inh: 3
- LYPLA1 inh: 3
- LYPLA2 inh: -6
- PAFAH1B2 inh: 2
- pPAFAH FP inh: 1
- GSTO1 counter: -5
- PREPL inh: 10
- PAFAH2 FP inh: 9
- PAD4 inh: -6

Seven entries from above, sorted by the number in PAFAH2 FP inh, rising.
SMILES	PAFAH2 FP inh
CC1(C)C(N(O)C(=O)Nc2ccc(Cl)cc2)N(c2ccc(Cl)cc2)C(=O)N1CC(=O)NN (configuration not stated)	-16
CCOC(=O)C1CCN(C(=O)c2ccccc2Oc2ccccc2)CC1	-4
Cc1ccc(-c2ccc(=O)n(CC(=O)NCc3ccc(F)cc3)n2)cc1	-3
Nc1nonc1-n1nnc(C(=O)N/N=C/c2cccc(F)c2)c1-c1ccc2c(c1)OCO2	-2
O=C(OCC1CCCN2CCCCC12)c1ccc2c(c1)OCO2 (configuration not stated)	3
CC(=O)Nc1ccc(N2C(C(C)=O)=NN(c3ccc(Cl)cc3)C2c2sccc2C)cc1 (configuration not stated)	4
COc1cc(-c2nc(CN3CCN(c4ncccn4)CC3)c(C)o2)ccc1F	5

Next entries.
SMILES | PAFAH1B3 FP inh | LYPLA1 inh | LYPLA2 inh | PAFAH1B2 inh | pPAFAH FP inh | GSTO1 counter | PREPL inh | PAFAH2 FP inh | PAD4 inh
COc1cc(NC(=O)c2cccc([N+](=O)[O-])c2)ccc1NC(=O)c1cc2ccccc2o1 | 12 | -4 | 2 | 2 | 1 | 3 | 0 | 8 | 0
Nn1c(COc2ccc(Cl)cc2)n[nH]c1=S | 0 | 1 | 3 | 2 | 5 | 14 | 16 | 3 | 2
O=C(Nc1ccc(Cl)cc1Cl)c1ccc(Br)o1 | 6 | -1 | -1 | -1 | 10 | -7 | -6 | -2 | 5
O=C(NNC(=O)c1ccc(-n2cncn2)c([N+](=O)[O-])c1)c1cccc(Cl)c1 | 4 | 3 | 2 | 3 | 2 | 6 | 4 | -2 | 0
Cc1nc(-c2cccnc2)sc1C(=O)Nc1ccc(F)cc1F | 3 | 1 | 4 | 4 | 2 | -4 | 6 | 6 | 3
Cc1nn(C)cc1/C=C/C(=O)c1ccc(O)cc1 | 9 | -1 | 6 | 1 | -4 | 2 | -2 | -2 | 0
COc1cccc(C(=O)c2c[nH]c(C(=O)NCCCN3CCOCC3)c2)c1 | 9 | -1 | -1 | -5 | 4 | 5 | -7 | 7 | 2
CCN(CC)CCCN=Cc1c(O)n(-c2cccc(C)c2)c(=O)c2ccccc12 | · | -2 | -6 | · | -5 | 6 | 8 | · | 1
O=C(Cn1ncc2c(=O)oc3ccccc3c21)NCCC1=CCCCC1 | 6 | -3 | -2 | 6 | -3 | 6 | 2 | -1 | 0
COc1ccc2c(c1)c1nc3n(c(=O)c1n2CC(=O)Nc1ccccc1)CCS3 | -1 | 0 | 5 | 0 | 1 | 6 | 8 | 1 | -5
COc1ccc(N2CCN(C(=O)CN(C3CCCCC3)S(C)(=O)=O)CC2)cc1 | 0 | 2 | 2 | 2 | 10 | -7 | 5 | -8 | 0
CCOCCc1c(O)nc(SCC)[nH]c1=O | 6 | 3 | 4 | 2 | 5 | -9 | 3 | -1 | 2
COc1ccc(OCc2nnc(SC(C)C(=O)Nc3nccs3)n2-c2ccccc2)cc1 (configuration not stated) | -2 | 2 | 8 | -7 | -4 | 4 | 9 | -6 | 2
O=C(c1ccc(OC2CCN(Cc3cccc(F)c3)CC2)cc1)N1CCCCC1 | 4 | -1 | 13 | 3 | 2 | -2 | -6 | 7 | -2
Cc1ccc(NC(=O)Nc2c(C)[nH]c(=O)[nH]c2=O)cc1Cl | -3 | -1 | -7 | 1 | 5 | 4 | 6 | 3 | 3
Cc1cccn2c(=O)c(C=O)c(N3CCN(C)CC3)nc12 | 1 | -2 | -2 | 7 | 9 | -3 | 4 | -1 | -6
Cc1ccc(C(=O)O)cc1NC(=O)C1CCN(S(=O)(=O)c2ccc3c(c2)OCCO3)CC1 | 10 | · | · | 6 | 6 | · | 19 | -8 | -4
O=C(CCCOc1ccc(Cl)cc1Cl)NNC(=O)C1CCC1 | -3 | 0 | 0 | 7 | 1 | -4 | 11 | -5 | 2
COc1ccc(S(=O)(=O)N2CCCC(C(=O)NCc3ccco3)C2)cc1Cl (configuration not stated) | 10 | 2 | 3 | -1 | -2 | 6 | 2 | 4 | -1
Cc1cc(C)c(S(=O)(=O)/N=C2/C=C(Sc3ncn[nH]3)C(=O)c3ccccc32)cc1C | 49* | 2 | 36* | 72* | 10 | 84* | 15 | 47* | 30*
CCN(CC)CC(C)OC(=O)c1ccccc1Cl (configuration not stated) | 9 | 0 | 0 | 3 | 5 | -2 | 4 | 1 | 2
Cc1cc2ccccc2n1CCNC(=O)c1ccccc1 | 1 | -1 | -3 | 1 | 4 | 8 | 35 | -1 | 9
COc1cccc(NC(=O)Nc2cccn(Cc3ccc(C)cc3)c2=O)c1 | -3 | -7 | -13 | 6 | -5 | 0 | 6 | -11 | -2
Cc1ccnc(N2CCC(C(=O)NCc3ccccc3F)CC2)n1 | 3 | 2 | 3 | -1 | -4 | -1 | 6 | 4 | -6
COc1ccccc1C(=O)NC(=S)Nc1ccc2[nH]c(=O)[nH]c2c1 | 4 | 0 | -1 | 0 | 3 | -9 | 0 | -2 | -3
CC1(O)CC(c2ccc(Cl)cc2)=NN1C(=O)c1ccc(Cl)cc1 (configuration not stated) | 10 | -3 | 1 | 1 | 1 | 0 | 0 | 6 | -1
Cc1ccccc1-n1cc(-c2ccc(Br)cc2)nc1SCC(N)=O | · | 0 | -1 | · | 10 | -9 | 8 | · | 1

Compound activity: PubChem, The Scripps Research Institute Molecular Screening Center

Not all compounds are listed. The share of hits here may be higher or lower than overall.
